Menin MLL FP TR: inhibitors of human menin-MLL interaction, mutant MLL peptide | O00255 | Menin + Texas Red MLL mutant peptide, fluorescence polarization | Potency, µM (series often up to 61.6 µM), inactives show at the top dose FP activity change, negative = inhibition, hits mostly inhibitors | 270,000 compounds, 0.23% hits; active means well fitted inhibition curve with a large enough effect in the polarisation, with a control signal flat, not every such curve was filed as active; inconclusive means small, poorly fitted or top-dose-only effect, or effect the other way, or a change in a side signal; inactive means no such curve, though single readings can be large or run the other way; the % refers to the polarisation; further: potency means the concentration at half of the fitted maximal effect; % of control where 0% means no effect; many of its hits are not listed in these tables
PKM2 act: increases activity of human pyruvate kinase M2 | P14618 | purified PKM2, Kinase-Glo ATP luminescence, activation; response scale: 0% is enzyme alone, no compound | Potency, µM (top dose mostly 57.5 µM), inactives show at the highest dose activation, hits mostly activators | 260,000 compounds, 0.34% hits | AID 1631; further: potency means the concentration at half of the fitted maximal effect; on the % scale 0 is the no-effect control and ±100 the full control effect; nearly all actives have a fitted effect of over 55% in size
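hPK-M2, >95% pure; 0.1 mM ADP / 0.5 mM PEP final; imidazole pH7.2 buffer w/ 7 mM MgCl2, 50 mM KCl; 1 h RT; Kinase-Glo lum. Intermediate enzyme activity for dual inhibitor/activator qHTS.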
Mito fusion yeast: mitochondrial division inhibition or fusion activation. S. cerevisiae fusion-defective mutant growth rescue, CellTiterGlo 48 h. Potency, µM (titrated, usually from 46.1 µM), for the others: top-dose growth rescue (activation), hits mostly activators. 320,000 compounds, 0.23% hits. AID 485298;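 further: potency means the concentration at half of the fitted maximal effect; % of control where 0% means no effect; nearly all actives have a fitted effect of over 45% in size; temperature-sensitive fusion mutants such as fzo1-1 at 37 °C on non-fermentable ethanol glycerol medium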
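Yeast fusion mutant, YPEG (non-fermentable carbon), compound, 48 h at 37C non-permissive; CellTiterGlo added, 10 min RT, luminescence read. Rescued growth = division inhibition.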
MBNL1 CUG block: MBNL1-poly(CUG) RNA binding inhibition | 280,000 compounds, 0.036% hits | TR-FRET MBNL1-His/biotin-(CUG)12 binding, 665/545 ratio | Potency, µM (titrated, usually from 57.5 µM), for inactives: at the highest dose activity change, negative = inhibition, hits mostly inhibitors | Q9NR56 | AID 2675; active means well fitted inhibition curve with a large enough effect in the signal ratio, with a control signal flat, not every such curve was filed as active; inconclusive means small, poorly fitted or top-dose-only effect, or effect the other way, or a change in a side signal; inactive means no such curve, though single readings can be large or run the other way; the % refers to the signal ratio; further: potency means the concentration at half of the fitted maximal effect; on the % scale 0 is the no-effect control and ±100 the full control effect
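His-tagged MBNL1 binding to biotinylated (CUG)12 RNA was measured by TR-FRET using terbium anti-His antibody (0.055 ng/ul final) and streptavidin-XL665 (5 nM final). Compounds were titrated 92 nM to 58 uM; 60 min at room temperature.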
USP2a block: blocks human ubiquitin-specific protease USP2a. USP2 core, Ub-CHOP2 coupled fluorogenic reporter, 485/531. 330,000 compounds, 0.01% hits. Potency, µM (series often up to 38.3 µM), for the others: top-dose activity change, negative = inhibition, most hits filed as inhibitors;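 further: potency means the concentration at half of the fitted maximal effect; plate controls were DMSO wells for no effect and full inhibition by NEM control for full effect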
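Deubiquitinase activity read as fluorescence (485/531 nm) after Ub-CHOP2 cleavage activates the enterokinase reporter on its substrate; USP2 core 10nM, Ub-CHOP2 and substrate 25nM each, 30min compound preincubation then 60min RT; data normalized to NEM, curves fitted.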
Eya2 inh: inhibitors of human Eya2 phosphatase activity; O00167; recombinant Eya2, OMFP fluorescence dephosphorylation (OMFP is methylfluorescein phosphate); Potency, µM (series often up to 76.9 µM), for inactives: top-dose activity, negative = inhibition, usual class: inhibitors; 330,000 compounds, 0.006% hits; AID 488837; further: potency means the concentration at half of the fitted maximal effect; on the % scale 0 is the no-effect control and ±100 the full control effect
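Eya2 protein (added as 0.2 uM solution) was preincubated with compound for 10 min at ambient temperature in 50 mM HEPES pH 7.5, 50 mM NaCl, 5 uM MgCl2, 0.05% BSA, 1 mM DTT. OMFP (added at 50 uM) then reacted 10 min; fluorescence read at 485/525 nm.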
ASM inhibitor: blocks human secretory acid sphingomyelinase; Potency, µM (highest dose often 57.5 µM), without a hit: at the top dose activity change, negative = inhibition, hits mostly inhibitors; 340,000 compounds, 0.006% hits; placental ASM, HMU-PC fluorogenic substrate, 60 min; P17405; further: potency means the concentration at half of the fitted maximal effect
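qHTS format. ASM enzyme prepared from human placenta hydrolyses the fluorogenic substrate HMU-PC0 (9 uM final) over 60 min at 37 °C after a 10 min compound preincubation.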
TSHR antag: blocks TSH signaling through the human TSH receptor; P16473; TSHR-expressing cells, TSH-stimulated cAMP HTRF, 2 h; active compounds read low; activity change, negative = inhibition, % at 11.5 µM; 330,000 compounds, 0.2% hits; AID 504810;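 active means activity change below a set negative limit, meaning inhibition stronger than a set level, cut at about -70% in these data; inconclusive means activity change between two set negative limits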; further: on the % scale 0 is the no-effect control and ±100 the full control effect
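Inhibition of cAMP made by TSHR-expressing cells under TSH stimulation (4nM final, EC80; 2 h, 37 deg C) is quantified with a one-step lysis HTRF kit, anti-cAMP cryptate versus cAMP-d2.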
hERG WT inh: inhibitors of human wildtype KCNH2 potassium channel | Q12809 | U2OS, BacMam KCNH2, thallium flux FluxOr; active compounds read low | activity change, % at 1.84 µM | 340,000 compounds, 0.37% hits | AID 720551;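 active means maximum activity change below -70%; inconclusive means maximum activity change between -70% and -50%; inactive means maximum activity change above -50%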; further: on the % scale 0 is the no-effect control and ±100 the full control effect
Target sequence (Q12809 whole entry, looked up): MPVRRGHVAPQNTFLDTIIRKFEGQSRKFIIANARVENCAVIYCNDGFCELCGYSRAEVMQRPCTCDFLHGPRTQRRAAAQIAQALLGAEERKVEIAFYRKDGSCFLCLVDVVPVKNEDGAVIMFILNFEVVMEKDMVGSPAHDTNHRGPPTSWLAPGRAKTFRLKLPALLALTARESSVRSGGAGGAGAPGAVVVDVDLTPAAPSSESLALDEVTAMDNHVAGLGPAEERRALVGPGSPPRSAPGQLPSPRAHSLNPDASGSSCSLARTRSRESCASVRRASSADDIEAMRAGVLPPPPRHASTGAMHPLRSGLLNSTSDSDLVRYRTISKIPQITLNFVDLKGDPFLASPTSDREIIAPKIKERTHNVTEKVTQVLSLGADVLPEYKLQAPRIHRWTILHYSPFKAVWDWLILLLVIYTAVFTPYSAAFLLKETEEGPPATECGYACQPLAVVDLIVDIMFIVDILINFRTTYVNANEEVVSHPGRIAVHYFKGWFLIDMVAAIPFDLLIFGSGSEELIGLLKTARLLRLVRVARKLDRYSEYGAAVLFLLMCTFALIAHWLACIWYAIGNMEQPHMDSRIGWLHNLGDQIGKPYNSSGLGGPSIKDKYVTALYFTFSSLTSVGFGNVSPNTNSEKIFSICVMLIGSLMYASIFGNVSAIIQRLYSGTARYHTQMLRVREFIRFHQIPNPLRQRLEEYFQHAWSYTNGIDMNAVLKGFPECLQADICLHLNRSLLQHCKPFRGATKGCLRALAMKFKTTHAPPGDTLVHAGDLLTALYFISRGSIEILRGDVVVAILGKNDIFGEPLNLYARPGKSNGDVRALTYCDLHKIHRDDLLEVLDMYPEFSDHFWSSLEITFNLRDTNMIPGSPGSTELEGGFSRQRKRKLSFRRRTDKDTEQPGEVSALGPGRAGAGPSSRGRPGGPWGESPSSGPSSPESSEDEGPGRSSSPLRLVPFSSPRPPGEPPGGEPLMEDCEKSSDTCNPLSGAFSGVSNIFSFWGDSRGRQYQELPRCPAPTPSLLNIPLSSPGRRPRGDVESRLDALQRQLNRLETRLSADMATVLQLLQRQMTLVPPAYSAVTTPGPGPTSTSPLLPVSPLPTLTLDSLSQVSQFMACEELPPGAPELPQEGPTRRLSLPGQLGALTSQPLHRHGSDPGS
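U2OS cells transduced with wild-type KCNH2 virus are loaded with FluxOr dye for 45 min, and thallium flux is measured in kinetic reads before and after stimulation buffer. Rate constants are normalized to DMSO controls.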
GALK inh: blocks human galactokinase activity; 270,000 compounds, 0.007% hits; Purified GALK, Kinase-Glo residual ATP luminescence; P51570; Potency, µM (top dose mostly 57.5 µM), for inactives: at the top dose activity change, negative = inhibition, hits mostly inhibitors; further: potency means the concentration at half of the fitted maximal effect; on the % scale 0 is the no-effect control and ±100 the full control effect
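Human GALK (5 nM) with 35 uM ATP and 100 uM galactose in 20 mM HEPES pH 8.0, 5 mM MgCl2, 60 mM NaCl, 1 mM DTT, 0.01% BSA. After 1 h at room temperature, leftover ATP was read by Kinase-Glo Plus luminescence.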
Chronic BCR inh: inhibitors of chronic active B-cell receptor signaling. ABC-DLBCL IkBa-CBG/CBR reporter, luminescence ratio, 4 h. Potency, µM (top dose mostly 46.1 µM), inactives show top-dose ratio change, negative = lower green/red ratio, most hits filed as inhibitors. 340,000 compounds, 0.05% hits; active means well fitted inhibition curve with a large enough effect in the signal ratio, with a control signal flat, not every such curve was filed as active; inconclusive means small, poorly fitted or top-dose-only effect, or effect the other way, or a change in a side signal; the % refers to the signal ratio;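 further: potency means the concentration at half of the fitted maximal effect; plate controls were basal doxycycline-induced cells for no effect and cells given 10 µM MG132 for full effect; MG132 reads +100%, hits lower the ratio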
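TMD8 human ABC-DLBCL cells with doxycycline-inducible IκBα–green luciferase fusion and unfused red luciferase, in 0.5% FBS medium; compounds up to 46 uM, 4 h at 37C. Green/red luminescence ratio, filter-overlap corrected, fitted to concentration-response curves.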
The depositor's hits bear a star; u = inconclusive; x = no result given; & = joins results of further samples; [ ] = remark or other dose. Unless noted, the call rests on the fitted dose curve; in most records, active means well fitted curve in the direction sought with a large enough effect; inconclusive means small, poorly fitted or top-dose-only effect, or another doubt; inactive means no such curve, though single readings can be large; an effect the other way counts as inactive or inconclusive. The list is partial, so the mix of outcomes need not match the whole.

SMILES	Menin MLL FP TR	PKM2 act	Mito fusion yeast	MBNL1 CUG block	USP2a block	Eya2 inh	ASM inhibitor	TSHR antag	hERG WT inh	GALK inh	Chronic BCR inh
CC(=O)Nc1ccc(/C=C/c2nc3ccccc3o2)cc1	35.7%[activator]	x	17.4%	u	-11.1%	-11.2%	318.5%[activator]	0.7	-2.4	-1.0%	-19.7%
Cc1ccc(NC(=O)NNc2cccc(Cl)n2)cc1	u	-0.8%	1.6%	-15.2%	-1.0%	u	-3.2%	-0.2	8.3	6.4%	-15.8%
Cn1c(-c2ccc3ccccc3n2)[n+](C)c2ccccc21	x	-11.6%	-4.5%	u	-0.6%	2.7%	-4.4%	-1.4	5.7	15.5%	u
Cc1nnc(SCC(=O)N2c3ccccc3CC2C)s1 (configuration not stated)	2.8%	3.0%	-3.7%	6.7%	0.4%	11.4%	0.9%	-10.0	4.3	0.6%	-1.6%
CCCn1c(C)cc(C(=O)COC(=O)CN=C2NS(=O)(=O)c3ccccc32)c1C	3.5%	-0.7%	-1.0%	x	0.0%	9.5%	-0.7%	-2.3	-1.6	0.0%	-11.5%
Cc1cc(-c2nnnn2-c2cc(Cl)cc(Cl)c2)no1	x	-2.6%	4.1%	-16.2%	7.3%	-6.8%	-0.4%	2.0	1.7	0.3%	u
Cc1cc(=O)oc2cc(OCC(=O)Nc3ccc(S(=O)(=O)N(C)C)cc3)ccc12	x	-1.5%	1.4%	x	-0.9%	-10.6%	x	-8.3	1.3	-1.0%	0.8%
COc1cc(C(C#N)N2N=C(c3ccccc3)CC2c2ccccc2)ccc1O (configuration not stated)	39.1%[activator]	3.9%	2.5%	-2.0%	-0.4%	16.8%	-25.0%	-1.5	6.6	-2.4%	-0.2%
O=c1cc(Nc2ccc3c(c2)OCCO3)[nH]c(=O)n1-c1ccc(Br)cc1	3.5%	1.5%	-2.7%	-7.7%	3.1%	-8.9%	-0.9%	9.3	-6.6	-3.5%	-3.1%
COc1ccc(C2=NN(CC(=O)NCC(OC)OC)C(=O)CC2)cc1	4.6%	x	0.4%	-3.0%	5.1%	-9.6%	0.6%	1.0	6.3	2.8%	1.6%
COC(=O)C1C(O)=C(C=Nc2ccccc2)C(=O)CC1(C)C (configuration not stated)	-14.1%	-1.8%	-6.5%	5.0%	2.4%	-6.4%	2.3%	-1.9	12.1	0.6%	u
CN(C)CCNC(=S)Nc1ccc(F)c(F)c1F	5.6%	-3.9%	-8.4%	-0.5%	1.2%	-1.4%	9.4%	-3.1	4.4	-0.2%	-1.7%
Cc1onc(-c2c(Cl)cccc2Cl)c1NC(=O)NNc1c(Cl)cncc1Cl	x	-1.2%	-1.8%	-21.4%	7.5%	13.9%	-0.2%	-1.3	0.5	0.0%	3.1%
CN(CC(=O)Nc1ccc(OC(F)(F)F)cc1)C1CCCCC1	-2.2%	-4.2%	-6.1%	x	0.3%	11.1%	-5.7%	-6.7	56.1	-2.4%	0.6%
Cc1c(CCOC(=O)C23CC4CC(CC(C4)C2)C3)sc[n+]1CC#N	-10.8%	3.4%	-6.9%	-1.5%	8.4%	4.0%	-1.1%	-4.6	-0.7	-2.7%	2.6%
Cc1sc2nc(CN3CCCC3)nc(NCc3ccncc3)c2c1C	-7.6%	-3.1%	2.7%	6.9%	3.3%	11.6%	4.3%	-7.5	14.8	-2.2%	0.8%
Cc1ccc(S(=O)(=O)N2CCN(C3CCC(c4ccccc4)CC3)CC2)cc1 (configuration not stated)	-12.9%	-4.4%	4.9%	u	0.8%	1.6%	x	0.1	x	1.5%	0.8%
CC(=O)c1ccc(NC(=O)Nc2cccc(Cl)c2)cc1	u	-3.9%	-1.3%	-0.1%	1.9%	-11.9%	-15.4%	-5.8	5.8	-3.6%	u
O=C(Nn1c(-c2ccccc2)nc2ccccc2c1=O)c1cccs1	-8.4%	7.2%	-1.8%	u	4.1%	1.3%	3.4%	12.2	-4.9	1.9%	1.9%
O=C(N/C=C/n1cnc2cc(C(F)(F)F)ccc21)c1ccccc1F	-3.0%	-1.4%	6.0%	-7.7%	-1.0%	0.5%	-0.7%	-12.0	-3.3	0.2%	u
O=C(CNCc1ccccn1)Nc1ccc([N+](=O)[O-])cc1C(=O)Nc1ccccc1F	8.9%	0.1%	6.7%	u	0.7%	5.7%	-0.3%	-7.7	0.1	3.9%	3.8%
N#CC1C=Cc2ccccc2N1C(=O)c1ccccc1 (configuration not stated)	x	-0.3%	3.1%	-3.2%	0.8%	1.3%	-0.8%	-4.6	-4.1	x	u
Cc1ccccc1C(=O)Nc1ccnn1C1CCN(C(C)Cc2ccccc2F)CC1 (configuration not stated)	x	x	2.3%	-3.3%	3.0%	1.5%	3.2%	0.5	2.5	7.6%	-17.5%
O=S(=O)(c1ccccc1)N1CN(c2ccc(F)cc2F)c2nc3ccccc3nc21	x	x	x	x	0.7%	-13.5%	16.4%	23.1	1.2	x	12.5%
Cc1ccc(/C=N/NC(=O)c2ccc(Br)o2)s1	-6.6%	0.4%	-3.0%	x	5.2%	-4.2%	0.0%	-0.4	1.1	-0.1%	u
CN(C)CCCN1C(=O)c2oc3ccc(Cl)cc3c(=O)c2C1c1cccnc1 (configuration not stated)	-5.9%	-0.4%	-2.1%	23.3%	-0.9%	0.9%	13.3%	9.1	-6.0	-3.0%	-5.4%
CCOc1ccc(S(=O)(=O)N2CCN=C2c2ccccc2)cc1	x	2.9%	0.6%	-2.7%	-0.1%	-2.7%	x	8.3	2.5	-5.9%	-5.8%
C=CC[C@@H](CC(=O)OC(C)(C)C)C(=O)OC[C@@H]1CCCN1C(=O)[C@H](CC=C)CC(=O)NCCO	x	x	x	x	-0.4%	-1.6%	4.5%	-11.1	-1.8	x	5.6%
COc1ccc(-c2cn(CCC(=O)NCc3ccc(C)cc3)c(-c3ccncc3)n2)cc1	-5.0%	0.0%	-0.5%	7.6%	-1.0%	-0.3%	-1.4%	-2.7	19.9	x	-3.9%
COc1ccc(S(=O)(=O)N2CCCCC2)cc1NC(=O)c1cc(C)on1	-12.4%	-0.3%	-0.9%	-2.0%	0.9%	12.5%	-2.8%	0.8	-4.0	14.1%	-0.4%
CCCCCNCc1cccn1C	-4.4%	-4.4%	1.5%	-2.9%	-2.1%	-11.2%	1.2%	-3.9	-10.1	-4.2%	0.8%
COC(=O)c1sccc1NC(=O)c1c(C)noc1C	u	10.8%	20.0%	-5.6%	-2.5%	-5.2%	-0.5%	17.1	-3.1	0.7%	3.5%
O=C(CN1CCCCCC1)Nc1ccc(Oc2ccccc2)cc1	u	13.9%	0.4%	5.7%	-3.2%	-2.8%	0.6%	5.3	8.5	2.2%	0.9%
CCc1ccc(C2CC(=O)Nc3c2c(=O)nc2c(C)cccn32)cc1 (configuration not stated)	5.1%	-1.5%	-2.7%&7.2%	x	-2.5%	7.5%	3.6%	8.6	7.0	-0.6%	1.4%&19.0%
Cc1c(C(=O)Nc2ccccn2)oc2ccc(Br)cc12	x	x	16.7%	x	-0.7%	-1.2%	5.2%	-1.5	-7.2	x	7.3%
O=C(NCc1ccccc1)C1CCCN(S(=O)(=O)c2cccs2)C1 (configuration not stated)	x	-0.3%	-2.7%	1.1%	2.9%	0.6%	2.9%	-3.3	-1.0	-3.3%	-8.8%
COc1ccccc1C/C(N)=N/OC(=O)c1ccc2c(c1)OCO2	-1.4%	x	9.3%	-2.4%	-0.6%	22.7%	-3.9%	-11.9	5.5	3.3%	-5.8%
Cc1ccc(C)c(OCCCC(=O)Nc2nccs2)c1	-4.2%	5.6%	-8.1%	2.0%	x	x	-6.8%	x	-8.7	0.8%	x
COCCn1nnnc1C(c1cccs1)N1CCN(c2cc(C)ccc2C)CC1 (configuration not stated)	7.6%	14.0%	u	-0.3%	-3.1%	-41.8%	0.6%	-47.6	19.6	-0.7%	u

Screens deposited in PubChem by National Center for Advancing Translational Sciences (NCATS).
